Lipid storage S3 – qHTS Assay for Lipid Storage Modulators in Drosophila S3 Cells; Drosophila S3 cells, BODIPY lipid droplet fluorescence, 18-24 h; cells fed with added oleic acid; lipid storage change, negative = inhibition, % at the top dose, mostly 46.1 µM; hits show Potency in µM; 320,000 tested, 0.64% active; AID 2685; active = well fitted inhibition curve with a large enough effect in the signal ratio, with a control signal flat, not every such curve was filed as active; inconclusive = small, poorly fitted or top-dose-only effect, or effect the other way, or a change in a side signal; the % refers to the signal ratio
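Laser-scanning cytometry quantifies lipid droplet accumulation (500–530 nm total intensity; droplet/cell object ratio) in oleic acid-fed (400 uM added) Drosophila S3 cells treated with a concentration series. 20 uM Triacsin C defined 100% inhibition.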
Lipid storage S3 cell count max – second read-out of Lipid storage S3, no call of its own (marks repeat the call); cell number change, %; measured here: cell count max response;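 cells counted by Cell Tracker Red CMTPX staining in the red channel; peak over a dose series mostly up to 46.1 µM; percent activity relative to internal control wells on each plate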
Starred values were filed as active, the others as inactive; i = inactive; ? = inconclusive; / = not tested or not shown. % is scaled to controls: 0 for no effect and ±100 for the full control effect; potency is read from the fitted curve at half-maximal effect. Only part of the results is shown. The share of hits here may be higher or lower than overall.

SMILES	Lipid storage S3	Lipid storage S3 cell count max
CN(C)C(=O)c1cc(C(=O)c2ccccc2)c[nH]1	14%	/
CCOc1ccc(/C=N/NC(=O)C2CC2)c(OCC)c1	-11%	-5
Cc1onc(-c2ccccc2Cl)c1C(=O)Nc1ccc(-c2cn3cccnc3n2)cc1	-42%	-20
CCOc1ccc(NC(=O)C2CCCN(S(=O)(=O)c3cnc[nH]3)C2)cc1 (stereo not drawn)	-10%	-13
CN(CC(=O)Nc1ccccc1Sc1ccccc1)Cc1nc2ccccc2c(=O)[nH]1	?	/
Cc1ccc(CN2CCSc3ccc(C(=O)NC4CCCC4)cc32)cc1	?	/
CCOC(=O)c1ccc(NC(=S)N(CCCN2CCCC(C)C2)Cc2cccs2)cc1 (stereo not drawn)	?	/
CCC(C)[C@H](NC(=O)N1CCn2c1nc1ccccc12)C(=O)NCCc1ccc(OC)c(OC)c1 (stereo partly drawn)	?	/
CC(NS(=O)(=O)c1ccccc1)C(=O)Nc1nccs1 (stereo not drawn)	18%	-11
Cc1ccc(-n2nc(C)c3onc(C)c3c2=O)cc1	7%	2
O=[N+]([O-])c1ccc(N2CCN(c3ccc(O)cc3)CC2)cn1	-2%	-3
CCN(CC1CCCN(CCc2cccc(F)c2)C1)C(=O)c1ccc(CSC)o1 (stereo not drawn)	?	/
CC1(C)CC(=O)C2=C(C1)NC(SCC(N)=O)=C(C#N)C21CCCCC1	?	/
COC(=O)Cc1ccc(NC(=S)NCC(C)C)cc1	10%	7
CCOc1ccc2nc(NCCCNS(=O)(=O)c3ccc(C)cc3)c(C#N)cc2c1	9%	27
CC(=O)Nc1cccc(NC(=O)c2cc3ccccc3o2)c1	?	/
CCCC(C(=O)N1CCOCC1)N1C(=O)C2C3C=CC(C3)C2C1=O (stereo not drawn)	-1%	-2
O=C(CN1CCCC1)Nc1c(C(=O)C2CC2)oc2ccccc12	10%	5
O=C(CSc1nc2[nH]ncc2c(=O)[nH]1)NCc1ccccc1	-6%	3
O=C(Cn1cc(Cl)c([N+](=O)[O-])n1)NCCC1=CCCCC1	i	-25
C=C(C)C(=O)N1CC2(CC(c3cccc(NC(=O)CC)c3)=NO2)C[C@H]1C(N)=O (stereo partly drawn)	-2%	/
CN(C)c1nc(-c2cn(CCC#N)c3ccccc23)cs1	?	/
CCCN(CC(=O)Nc1ccccc1C)C(=O)C1CCCN(C(=O)c2ccc(Cl)cc2)C1 (stereo not drawn)	11%	-2
O=C(COC(=O)c1ccc(F)cc1)Nc1nc2ccc([N+](=O)[O-])cc2s1	?	/
c1ccc(Oc2cccc(CN3CCCCC3)c2)cc1	?	/
Cc1cc(/C=C2\SC(=S)NC2=O)cc(C)c1O	?	/
Cc1cc(C)c(NC(=O)CNC(=O)CNC(=O)C2CCCCC2)c(C)c1	?	/
Cc1c(Cl)cccc1NC(=S)NCCc1ccccn1	4%	7
O=C(NNC(=O)c1cc(Br)ccc1O)c1csc(N2CCOCC2)n1	?	/
CCN(C(=O)CCCC(=O)N(CC)c1ccccc1)c1ccccc1	?	/
c1ccc(Oc2cccc(OCCCn3cncn3)c2)cc1	?	/
COC(=O)Cn1c(=O)c2c(nc3n2CC(C)CN3c2ccc(C)c(C)c2)n(C)c1=O (stereo not drawn)	16%	8
O=C(O/N=C(/c1ccccc1)c1ccncc1)c1cccc(F)c1	?	/
CCOC(=O)c1cnn(-c2ncnc3c2oc2ccccc23)c1N	?	/
CC(C)CC(C(=O)NC1CCCC1)N(Cc1ccc2c(c1)OCO2)C(=O)c1snc(C(N)=O)c1N (stereo not drawn)	?	/
COc1ccc2ccccc2c1C(O)c1nccn1C (stereo not drawn)	?	/
Cc1cccn2c(=O)c3cc(S(=O)(=O)c4ccccc4)c(=N)n(Cc4cccnc4)c3nc12	?	/
CN(CC(=O)N1CCN(Cc2ccccc2)CC1)C(=O)Cc1cccc2ccccc12	?	/
O=C(O)c1ccc(S(=O)(=O)N(Cc2ccccc2)Cc2ccccc2)cc1	?	/
COc1ccc(/C=C(\NC(=O)c2ccc(OC)c(OC)c2)C(=O)N2CCN(C)CC2)cc1	?	/
COc1cc(NC(=O)c2cccs2)c(C(=O)OCC(=O)NC(C)c2ccccc2)cc1OC (stereo not drawn)	?	/
Nc1nc(-c2nc3ccccc3[nH]2)cs1	?	/
O=C(Nc1ccccc1N1CCOCC1)c1cccnc1	i	/
COc1ccccc1C(=O)NCC(=O)OC(C)C(=O)NC1CCCCC1C (stereo not drawn)	?	/
COc1ccc(C2CC(=O)c3cnc(NC(=O)c4ccccc4OC)nc3C2)c(OC)c1 (stereo not drawn)	11%	10
N#CCCn1c(C2CCCCC2)nc2ccccc21	?	/
Cc1c(C)n(CCc2ccccc2)c2ncnc(NCCO)c12	?	/
CCOC(=O)c1c(C)[nH]c(C(=O)COC(=O)/C=C/c2ccc(OC(F)F)cc2)c1C	?	/
Cc1cc(O)c(/C=N/OCc2ccc(Cl)cc2Cl)c(=O)o1	?	/
COC(=O)c1ccc(S(=O)(=O)NNC(=O)c2ccc(S(=O)(=O)N3CCCCC3)cc2)cc1	-6%	-11

Additional structures:
SMILES	Lipid storage S3	Lipid storage S3 cell count max
CC(=O)c1ccc(/C=C/c2nc3ccccc3n2C)o1	21%	2
Cn1c(N)c(C(=O)COc2ccc(C#N)cc2)c(=O)n(C)c1=O	?	/
Cc1cccc(N2CCN(C(=O)c3ccc4c(c3)OCCO4)CC2C)c1 (stereo not drawn)	?	/
Nc1nc(-c2ccc(Cl)cc2Cl)cn1N	15%	-18
S=C(NCc1ccco1)N1CCN(C(c2ccccc2)c2ccccc2)CC1	-2%	23
O=C1NNC(c2ccccc2)=N/C1=C\c1ccco1	?	/
COc1cccc(/C=N/NC(=O)c2c(-c3ccccc3)noc2C)c1O	-13%	-1
CCc1c(C)nc(SCC(=O)N2CCc3ccccc32)[nH]c1=O	?	/
COc1ccccc1Oc1ccc(S(=O)(=O)Nc2cccnc2)cc1	?	/
Cc1ccc2cc(CCNC(=O)c3cccs3)c(=O)[nH]c2c1C	?	/

Ordered by value in Lipid storage S3 (lowest first): some entries from above
molecule | Lipid storage S3
S=C(NCc1ccco1)N1CCN(C(c2ccccc2)c2ccccc2)CC1 | -2%
Nc1nc(-c2ccc(Cl)cc2Cl)cn1N | 15%
CC(=O)c1ccc(/C=C/c2nc3ccccc3n2C)o1 | 21%

Following part.
SMILES	Lipid storage S3	Lipid storage S3 cell count max
CN(C(=O)CN1CCN(c2ccccc2F)CC1)C1CCCc2ccccc21 (stereo not drawn)	?	/
CC(C)Cn1c(N)c(C(=O)COC(=O)c2nccnc2N)c(=O)n(C)c1=O	?	/
CNC(=O)COc1ccc(Nc2nnc(C)c3ccccc23)cc1	?	/
CC(=O)N1CCN(CCN2C(C)=CC(=C(C#N)C#N)C=C2C)CC1	?	/
CC1CCCN(C(=S)SCC(=O)O)C1 (stereo not drawn)	?	/
CNC(=O)Nc1ccc(Cn2cc(C(F)(F)F)ccc2=O)cc1	?	/
O=C(CN1C(=O)NC2(CCc3ccccc3C2)C1=O)Nc1ccc(Cl)cc1F (stereo not drawn)	-5%	-30
CCN(CC)CCn1c(NS(=O)(=O)c2ccc(Cl)cc2)nc2ccccc21	19%	8
Cc1csc(-c2cccnc2)n1	?	/
O=C(O)CC(Cc1ccc(Br)cc1)C(=O)O (stereo not drawn)	26%	-25
O=C(COC(=O)c1ccc(S(=O)(=O)N2CCCC2)cc1)NCc1cccs1	?	/
CCOc1c(C)cc(S(=O)(=O)NCc2ccccn2)c(C)c1C	5%	10
CC(=O)Nc1ccc(S(=O)(=O)Nc2cccc(NC(=O)c3ccco3)c2)cc1	?	/
Cc1cccc(NC(=O)CN(C)S(=O)(=O)c2cccc3nsnc23)c1C	6%	9
CC(=O)c1ccc(OCc2cc(C(=O)NC(C)Cc3ccccn3)no2)cc1 (stereo not drawn)	?	/
CCOc1ccc(Oc2ccc(S(=O)(=O)N3CCOCC3)cc2NC(=O)C2=COCCO2)cc1	?	/
CCOc1ccccc1NS(=O)(=O)c1c(C)[nH]c(C)c1C(=O)N1CCCCC1	?	/
CCOC(=O)c1cc(-c2ccccc2)sc1NC(=S)Nc1cc(C)ccn1	-8%	14
CCCCCC(=O)NNC(=S)NC(C)=O	26%	4
CC(CNC1CCCCC1)OC(=O)c1ccccc1 (stereo not drawn)	?	/

Reprinted at random: six entries already listed.
SMILES	Lipid storage S3	Lipid storage S3 cell count max
CCOc1ccccc1NS(=O)(=O)c1c(C)[nH]c(C)c1C(=O)N1CCCCC1	?	/
CCCCCC(=O)NNC(=S)NC(C)=O	26%	4
CC(CNC1CCCCC1)OC(=O)c1ccccc1 (stereo not drawn)	?	/
CCOc1ccc(Oc2ccc(S(=O)(=O)N3CCOCC3)cc2NC(=O)C2=COCCO2)cc1	?	/
CC(=O)c1ccc(OCc2cc(C(=O)NC(C)Cc3ccccn3)no2)cc1 (stereo not drawn)	?	/
O=C(COC(=O)c1ccc(S(=O)(=O)N2CCCC2)cc1)NCc1cccs1	?	/

The listing continues:
SMILES	Lipid storage S3	Lipid storage S3 cell count max
Cc1c([N+](=O)[O-])c([N+](=O)[O-])nn1CC(=O)NCCc1ccccc1	-10%	3
CCOC(=O)c1ccc2c(c1)nc(SCC(=O)NC(C)C)n2CC	13%	-8
COc1ccc(CC(=O)NNC(=O)c2cnccn2)cc1	?	/
O=S(=O)(NC1=NCCC1)c1ccc(F)cc1F	?	/
O=C(CN1C(=O)CSCC1=O)Nc1ccc2c(c1)OCO2	2%	11
Cc1ccc(N/C=C2\C(=O)N(c3ccc(F)cc3F)C(c3cccnc3)S2(=O)=O)cc1 (stereo not drawn)	?	/
CC(NCC(=O)Nc1ccccc1C(=O)NC1CC1)c1cccc(C(F)(F)F)c1 (stereo not drawn)	15%	4
NC(=O)C1CC(=O)N(c2ccc(OCC(=O)Nc3ccc(Cl)cc3)cc2)C1 (stereo not drawn)	?	/
CC(=O)Nc1c(O)nc(SCC(=O)Nc2nnc(SCc3ccccc3)s2)[nH]c1=O	-1%	-14
CCCn1c(-c2ccc(F)cc2)cnc1SCC(=O)O	?	/
Cc1ccc([N+](=O)[O-])cc1S(=O)(=O)Nc1ccc(C(=O)NCC2CCCO2)cc1 (stereo not drawn)	?	/
CC(=O)Nc1ccc(N/C=C/C(=O)c2ccc(C)o2)cc1	?	/
CSc1cc(C)c(OCC(=O)Nc2ccc(NC(C)=O)cc2)c(C)c1	?	/
Cc1ccc(-c2nc(NC(=O)CSc3cc(C)c4ccccc4n3)ns2)cc1	?	/
C[C@H](NC(=O)[C@H]1N2C(=O)c3ccccc3C2SC1(C)C)C(=O)N1CCC[C@H]1CO (stereo partly drawn)	?	/
COc1cccc(Oc2nnnn2-c2ccccc2)c1	-4%	-8
S=C(Nc1ccc(Cl)cc1)N1CCCCC1	4%	10
CC(C)(C)NC(=O)NC(=O)COC(=O)Cn1cnc2ccccc2c1=O	i	-17
COc1ccc(C(=O)N/C(=C\c2ccccc2)C(=O)NCCCn2ccnc2)cc1	?	/
CCOc1cc(/C=C2\COc3ccccc3C2=O)cc(Br)c1OCC(=O)N(C)C	i	22
CC(C)(C)NC(=O)C(OC(=O)c1ccco1)c1ccccc1F (stereo not drawn)	2%	-2
CNc1ncc(C(=O)c2ccccc2)s1	0%	-12
C/C=C\C(=O)Nc1cccc(C2=NOC3(C2)C[C@H](C(N)=O)N(C(=O)/C=C/CC)C3)c1 (stereo partly drawn)	?	/
O=C(CN(Cc1ccc(Cl)cc1)S(=O)(=O)c1ccccc1)NCC1CCCO1 (stereo not drawn)	?	/
Cc1c(C(c2ccccc2O)c2c(C)n(C)n(-c3ccccc3)c2=O)c(=O)n(-c2ccccc2)n1C	?	/
O=C(Cc1ccccc1Cl)Nc1cccc(S(=O)(=O)N2CCOCC2)c1	25%	-7
COc1ccc(N(CC(=O)NC2CCS(=O)(=O)C2)S(=O)(=O)c2ccc(Cl)c(Cl)c2)cc1 (stereo not drawn)	?	/
O=C(COc1ccccc1Cl)Nc1ccc(C(=O)c2ccc(C(=O)O)cc2)cc1	?	/
COc1ccc(NC(=O)CCN2CCN(S(=O)(=O)c3ccc(F)cc3)CC2)cc1	-8%	26
Cc1ccc(C(=O)Nc2cccc([N+](=O)[O-])c2)cc1S(=O)(=O)Nc1ccc(C(=O)O)cc1	2%	10
COc1ccc(-n2c(=O)c3ccccc3n(Cc3cccc(C)c3)c2=O)cc1OC	8%	-4
Cc1cccc(N2C(=O)CN(Cc3ccccc3)C2=S)c1	-8%	-6
CCOc1ccccc1CNC(=O)c1cn(C)c(=O)c2c1c1ccccc1n2C	-3%	29
COC(=O)c1ccc(SCc2cnc(Cl)s2)cc1	?	/
O=C(O)CC(NCc1ccco1)C(=O)OCC1CCCO1 (stereo not drawn)	0%	8
Cc1cc([N+](=O)[O-])cc2c1NC(c1ccccn1)C1CC=CC21 (stereo not drawn)	-3%	11
CCOC(=O)c1c(NC(=O)CSc2nnc(-c3cccnc3)n2Cc2ccco2)sc(C)c1C	?	/
O=[N+]([O-])c1ccccc1CN1CCN(Cc2ccccn2)CC1	?	/
Cc1ccnc(SCC(=O)Nc2cc(C)on2)n1	13%	3

Reformatted with two lines to a compound: 4 of the compounds above.
Order of results – Lipid storage S3, Lipid storage S3 cell count max
- Cc1cc([N+](=O)[O-])cc2c1NC(c1ccccn1)C1CC=CC21 (stereo not drawn)
→ -3%, 11
- Cc1ccnc(SCC(=O)Nc2cc(C)on2)n1
→ 13%, 3
- CCOC(=O)c1c(NC(=O)CSc2nnc(-c3cccnc3)n2Cc2ccco2)sc(C)c1C
→ ?, /
- COc1ccc(-n2c(=O)c3ccccc3n(Cc3cccc(C)c3)c2=O)cc1OC
→ 8%, -4
